# HCV inhibitor: qHTS Assay for Inhibitors of Hepatitis C Virus (HCV). Huh7.5.1 HCVcc-Cre infection, luciferase reporter, 44 h. Potency, µM (titrated, usually from 41.8 µM), for inactives: top-dose activity change, negative = inhibition, hits mostly inhibitors. 340,000 tested, 3.4% active
#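 Reporter virus HCVcc-Cre (~0.5 moi) infects cells exposed to compound; seeding density 1,000 cells/well with 4 h settling beforehand. Luminescence, 15 sec read, taken 44 h post-infection following a 15 min RT substrate incubation.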
# TbPYK inhibitor: qHTS of Trypanosoma Brucei Inhibitors | pyruvate kinase (Trypanosoma brucei), Q57TT1 | TbPYK enzyme, Kinase-Glo Plus ATP luminescence, 45 min | Potency, µM (highest dose often 76.8 µM), for the others: top-dose activity, negative = inhibition, actives largely listed as inhibitors | 410,000 tested, 0.12% active | AID 624173, 2012; note: nearly all actives have a fitted effect of over 50% in size
#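 Activity of T. brucei pyruvate kinase was followed by Kinase-Glo Plus luminescence after the enzyme reacted 45 min at room temperature with 130 uM ADP (final) and substrate. Test compounds were added before ADP at multiple concentrations.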
# * hit, by the source's call; u = inconclusive; [ ] = remark or other dose. Calls come from the whole dose curve; as a rule, active = well fitted curve in the direction sought with a large enough effect; inconclusive = small, poorly fitted or top-dose-only effect, or another doubt; inactive = no such curve, though single readings can be large; an effect the other way counts as inactive or inconclusive. % is set by controls: 0 for no effect and ±100 for the full control effect; potency is the fitted concentration of half-maximal effect.
# Sample of the layout:
SMILES,HCV inhibitor,TbPYK inhibitor
CCCC(=O)Nc1cc(-c2nnc(OC)c3ccccc23)ccc1N1CCOCC1,4%,-1%
CCCC1(c2ccccc2)NC(=O)N(CC(=O)Nc2ccc3c(c2)OCCO3)C1=O (stereo unspecified),-2%,0%

# All compounds of this part, from the start:
SMILES,HCV inhibitor,TbPYK inhibitor
CCCC(=O)Nc1cc(-c2nnc(OC)c3ccccc23)ccc1N1CCOCC1,4%,-1%
CCCC1(c2ccccc2)NC(=O)N(CC(=O)Nc2ccc3c(c2)OCCO3)C1=O (stereo unspecified),-2%,0%
C[C@H](CO)N1C[C@H](C)[C@@H](CN(C)S(=O)(=O)c2ccc(F)cc2)Oc2ccc(NC(=O)Nc3ccc(C(F)(F)F)cc3)cc2C1=O,32µM*,2%
CC(C)(C)OC(=O)N1CCC(C(=O)Nc2cccc(C(=O)N3CCCC3)c2)CC1,-10%[8.37 µM],-2%
Cc1ccc(C2NC(=O)c3ccccc3N2)c(C)c1 (stereo unspecified),u,3%
CC(=O)c1ccc(N2CCN(C(C)C(=O)Nc3ccc4c(c3)OCCO4)CC2)cc1 (stereo unspecified),-21%,0%
CN(CCc1ccccc1)C(=O)c1ccc(NC(=O)Cc2cccc(NC(=O)C3CCN(C(=O)C4CCCC4)CC3)c2)cc1,22%[8.37 µM],-2%
Cc1ccc(C(=O)Nc2ccc(Nc3ccccc3)cc2)cc1Br,-78%,3%
Cc1noc(NS(=O)(=O)c2ccc(NC(=O)c3ccccc3NS(=O)(=O)c3ccc(F)c(F)c3)cc2)c1C,21%,-9%
CC1C=CC=CC=CC=CC=CC=CC=CC(OC2OC(C)C(O)C(N)C2O)CC2OC(O)(CC(O)CC(O)C(O)CCC(O)CC(O)CC(=O)OC(C)C(C)C1O)CC(O)C2C(=O)O (stereo unspecified),-3%,-9%
CCCCN1CC[C@H]2C=CC[C@@H](C(=O)NCCc3ccccc3)[C@H]2C1=O,12%,-6%
COc1ccccc1NCCC(=O)OCC(=O)Nc1ccccc1F,36%[activator],-2%
CC(=O)c1c(O)cc(O)cc1O,-13%,0%
CSCCC(NC(=O)c1ccccc1)C(=O)OCC(=O)NCc1ccco1 (stereo unspecified),14%,1%
Cc1cccc(C(=O)NCC(=O)N(C)Cc2nc3ccccc3c(=O)[nH]2)c1,-15%,-12%
O=C(COC(=O)C1CC1)NCCc1ccccc1,27%,6%
O=C(Nc1cccc(S(=O)(=O)N2CCOCC2)c1)c1ccc(Cl)nc1,u,-9%
O=C(CSc1nc(-c2ccco2)cc(C(F)(F)F)n1)NC1CCCCCCC1,-13%,0%
COc1ccc(N[C@@H]2CCN3C(=O)c4ccccc4[C@@H]3C[C@H]2O)cc1,22%,-7%
COc1ccc(C(=O)NC(C)c2ccc(-n3ccnc3)cc2)c(OC)c1 (stereo unspecified),-19%,32%
COc1ccc(CNC(=O)C[C@H]2C[C@H](C(=O)N3CCCCC3)[C@@]3(C)c4[nH]c5cc(CCC(=O)N(C)C)ccc5c4CCN3C2=O)cc1OC,-6%,2%
CCn1c(N)cc(=O)[nH]c1=S,8%,-7%
C[C@H](O)[C@@H]1C(=O)N2CCc3ccc(N4CCOCC4)cc3[C@@H]2C[C@@H]1N(C)C(=O)C(C)(C)C,-23%[8.37 µM],5%
COc1ccc2[nH]c3c(c2c1)CCN1C(=O)C(CC(=O)NCC24CC5CC(CC(C5)C2)C4)C[C@H](C(=O)N2CCOCC2)[C@@]31CCC1CCCC1 (stereo partly specified),u,4%
O=C(Sc1n[nH]c(=O)[nH]c1=O)c1ccccc1,11%,u
CC(C)Oc1ccccc1/C=N/n1nnnc1N,-4%,-1%
COc1cc(C(=O)N2CCN(S(=O)(=O)c3cc(C)ccc3C)CC2)ccc1OCC(=O)N1CCOCC1,3%,1%
C=C(C)C1CC=C(C)C(=NNC(=O)c2ccncc2)C1 (stereo unspecified),-14%,5%
COc1ccc([C@H]2Cc3cc(O)cc(O)c3C(=O)O2)cc1O,13%,1%
COC(=O)[C@]1(C)N[C@H](CN(C)S(=O)(=O)c2ccccc2)[C@@H]2C(=O)N(Cc3ccccc3)C(=O)[C@@H]21,u,2%
COc1ccc(-c2nnc(SC)nc2-c2ccc(OC)c([N+](=O)[O-])c2)cc1[N+](=O)[O-],-71%,u
CCN(CC)C(=O)[C@H]1C[C@H](CC(=O)NCc2cccc(C(F)(F)F)c2)C(=O)N2CCc3c([nH]c4cc(CCC(=O)N(C)C)ccc34)[C@]12C,0%,-3%
COc1ccc(Cc2ccccc2C(=O)O)cc1,5%,-5%
O=C(Cn1cnc2c(OCc3ccccc3)ncnc21)NCc1ccccc1,u,-5%
O=C(COC(=O)c1ccc2c(c1)OCCO2)Nc1ccc(F)cc1F,-13%,-8%
O=C(Cc1ccc(NC(=O)C2CCCN(C(=O)C3CCC3)C2)cc1)Nc1cccc(C(=O)N2CCCCC2)c1 (stereo unspecified),u,-1%
CCCNC(=O)N1C2=NC(C(=O)OC)=C(C(=O)OC)[C@@H]3N(Cc4ccccc4)c4ccccc4[C@]23C[C@H]1CO,u,1%
Cc1ccc(OCC(=O)OCC(=O)Nc2ccc3c(c2)OCO3)cc1C,24%,-13%
CCc1c(C)[nH]c2c1C(=O)C(CN1CCOCC1)CC2 (stereo unspecified),9%,-4%
O=c1[nH]cnc(CN2CCCCC2)c1O,22%,0%
O=C(Nc1ccc(Cl)c(S(=O)(=O)N2CCOCC2)c1)c1ccc2c(c1)OCO2,10µM*,-6%
O=S(=O)(NCCN1CCOCC1)c1ccc2ccccc2c1,2%,4%
c1ccc(CCNCc2ccco2)nc1,-8%,0%
C=CCOc1ccc(/C(O)=C2/C(=O)C(=O)N(CCCN3CCOCC3)C2c2ccccc2)cc1 (stereo unspecified),17%,-22%
CN(Cc1ccc(CNC[C@H]2O[C@@H](n3cnc4c(N)ncnc43)[C@H](O)[C@@H]2O)o1)S(C)(=O)=O,35%[activator],8%
c1ccc2oc(-c3ccc(Nc4nc(N5CCOCC5)nc(N5CCOCC5)n4)cc3)nc2c1,u,1%
O=C(O)C1=C[C@@H](O)[C@@H](O)[C@H](O)C1,26%,1%
CC1([N+](=O)[O-])COP(=O)(Nc2cccc(F)c2)OC1 (stereo unspecified),31%[activator],-14%
Cc1ccc(C2/C=C\CC(NC(=O)OCC3c4ccccc4-c4ccccc43)CC(=O)N2Cc2ccccc2)cc1 (stereo unspecified),18µM*,1%
Cc1noc(C)c1NC(=O)N(C)C[C@H]1Oc2ccc(NC(=O)Nc3ccc(C(F)(F)F)cc3)cc2C(=O)N([C@H](C)CO)C[C@@H]1C,u,-3%
CCCCNc1ccc2oc(-c3ccc(OC)cc3)c(-c3ccc(OC)c(F)c3)c2c1,u,0%
COc1ccccc1NC(=O)c1sc2nc(C)cc(C)c2c1N,7%,-6%
O=c1c2ccccc2sc2ccc(C#CC3(O)CCCCC3)cc12,u,-15%
COc1ccc(C2CC(c3ccc(Cl)cc3)=NN2c2ccc(S(N)(=O)=O)cc2)cc1 (stereo unspecified),u,3%
CC1=C(N2CCN(c3ncccn3)CC2)CCC1=O,13%,6%
CCCNC(=O)C1(CC2CC(c3ccccc3)=NO2)CCN(C(=O)CCCCCBr)CC1 (stereo unspecified),53%[activator],6%
COC(=O)C1=C(c2ccccc2)C[C@@H]2CC[C@H]1N2C(=O)NC(C)C,9%,-2%
CSc1nc(N)nc2c1ncn2CC(=O)N1CCN(Cc2c(C)cc(C)cc2C)CC1,1.4µM*,-2%
O=C(NCC(c1ccc(F)cc1)N1CCOCC1)c1ccc(OCc2ccccc2)cc1 (stereo unspecified),7%,-6%
CCN(C[C@H]1N[C@@](C)(C(=O)OC)[C@H]2C(=O)N(Cc3ccccc3)C(=O)[C@@H]12)C(=O)c1ccc(C(C)(C)C)cc1,-5%[8.37 µM],-5%

# Following part.
SMILES,HCV inhibitor,TbPYK inhibitor
CN(Cc1ccccc1)C(=O)c1cccc(NC(=O)C2CCCN(C(=O)OC(C)(C)C)C2)c1 (stereo unspecified),u,-9%
COc1ccc(OC)c(NC(=S)NCc2ccco2)c1,17%,-7%
O=C(O)CSc1cccnc1Sc1ccc(Cl)cc1,22%,8%
C=CC(=O)Nc1ccc(Nc2nc(NC3CCC(N(C)C)CC3)nc3c2ncn3C(C)C)cc1 (stereo unspecified),1.3µM*,-1%
C#CCOCCOCCOCCNc1nc(N2CCN(C(=O)C([C@@H](C)O)n3cc([C@@H](N)CCCCN)nn3)CC2)nc(N2CCN(C(=O)[C@H](CCCCN)n3cc(CN)nn3)CC2)n1 (stereo partly specified),4%,-4%
COc1ccc(CNC(=O)CN(C)CC(=O)Nc2ccccc2Br)cc1,-12%,8%
Cc1nc(N)[nH]c(=O)c1CCCNc1ccc([N+](=O)[O-])cc1,-27%,-1%
C/C(=N\n1c(C)nc2ccccc2c1=O)c1ccc(N)cc1,4%,0%
CCC1(CC(C)c2ccccc2)C(=O)NC(=O)NC1=O (stereo unspecified),15%,2%
NC(=O)C1=C(c2ccccc2)c2ccccc2C1=O,-1%,-28%
CC(C)(C)OC(=O)C[C@@H]1C/C=C\C[C@H](CC(=O)NCCO)C(=O)N2CCC[C@H]2COC1=O,u,0%
N#CC1=CC2CN(Cc3ccccc3)C1C1C(=O)N(c3ccccc3)C(=O)C21 (stereo unspecified),10%,2%
CCCNC(=O)C(Cc1ccc(C(F)(F)P(=O)(OCC)OCC)cc1)NC(=O)c1ccc(C#N)cc1 (stereo unspecified),-28%,-7%
CC(=O)c1c(C)[nH]c(C(=O)COC(=O)CN2C(=O)C3CCCCC3C2=O)c1C (stereo unspecified),1%,-10%
Cc1c(C)c2ccc(OCC(=O)N3CCN(Cc4ccccc4)CC3)cc2oc1=O,22%,-3%
COc1ccc(-c2oc3ccc(-c4ccc5c(c4)OCO5)cc3c2C#CC2(O)CCCCC2)cc1,u,-7%
C[C@H](CO)N1C[C@H](C)[C@@H](CN(C)S(=O)(=O)c2cccs2)Oc2ccc(NC(=O)NC3CCCCC3)cc2C1=O,-11%,3%
O=C(Cc1ccccc1)NN=C1CCCC1,2%,-6%
Cc1ccc(Cn2c(C(C)Nc3nc(-c4ccc(Cl)cc4)cs3)nc3cc(C(=O)NCCCO)ccc32)cc1 (stereo unspecified),u,-19%
COc1ccc(C(=O)NCC(=O)NCc2ccncc2)cc1,11%,-8%
COc1ccc(C2=NOC(Cn3nc(-c4ccccc4)cc3C(=O)NCc3cccc(C(F)(F)F)c3)C2)cc1 (stereo unspecified),u,-1%
C[C@]12c3[nH]c4cc(-c5ccco5)ccc4c3CCN1C(=O)[C@@H](CC(=O)NCCCn1ccnc1)C[C@@H]2C(=O)N1CCOCC1,3%[8.37 µM],-3%
COc1ccc(S(=O)(=O)N2CCN(c3cnccn3)CC2)cc1,16%,-3%
CNC(=O)c1cc2c(cn1)[nH]c1ccccc12,u,0%

# 13 entries already listed, ordered by molecular weight, largest number first.
SMILES,HCV inhibitor,TbPYK inhibitor
C[C@H](CO)N1C[C@H](C)[C@@H](CN(C)S(=O)(=O)c2cccs2)Oc2ccc(NC(=O)NC3CCCCC3)cc2C1=O,-11%,3%
Cc1ccc(Cn2c(C(C)Nc3nc(-c4ccc(Cl)cc4)cs3)nc3cc(C(=O)NCCCO)ccc32)cc1 (stereo unspecified),u,-19%
COc1ccc(C2=NOC(Cn3nc(-c4ccccc4)cc3C(=O)NCc3cccc(C(F)(F)F)c3)C2)cc1 (stereo unspecified),u,-1%
CCCNC(=O)C(Cc1ccc(C(F)(F)P(=O)(OCC)OCC)cc1)NC(=O)c1ccc(C#N)cc1 (stereo unspecified),-28%,-7%
COc1ccc(-c2oc3ccc(-c4ccc5c(c4)OCO5)cc3c2C#CC2(O)CCCCC2)cc1,u,-7%
CC(C)(C)OC(=O)C[C@@H]1C/C=C\C[C@H](CC(=O)NCCO)C(=O)N2CCC[C@H]2COC1=O,u,0%
Cc1c(C)c2ccc(OCC(=O)N3CCN(Cc4ccccc4)CC3)cc2oc1=O,22%,-3%
CC(=O)c1c(C)[nH]c(C(=O)COC(=O)CN2C(=O)C3CCCCC3C2=O)c1C (stereo unspecified),1%,-10%
N#CC1=CC2CN(Cc3ccccc3)C1C1C(=O)N(c3ccccc3)C(=O)C21 (stereo unspecified),10%,2%
COc1ccc(S(=O)(=O)N2CCN(c3cnccn3)CC2)cc1,16%,-3%
COc1ccc(C(=O)NCC(=O)NCc2ccncc2)cc1,11%,-8%
NC(=O)C1=C(c2ccccc2)c2ccccc2C1=O,-1%,-28%
O=C(Cc1ccccc1)NN=C1CCCC1,2%,-6%

# Next section:
SMILES,HCV inhibitor,TbPYK inhibitor
O=C(/C=C/c1ccco1)OCC(=O)N1CCCCC1,12%,-6%
O=C(C[C@H]1C/C=C\C[C@@H](Cc2ccc(F)cc2)C(=O)O[C@@H](c2ccccc2)CNC1=O)NCCO,17%,-2%
COc1ccc(Br)cc1S(=O)(=O)NCCc1cccs1,4%,1%
CCC1CCCCN1C(=O)COC(=O)c1cc(=O)[nH]c2ccccc12 (stereo unspecified),8%,4%
CC(C)Cc1ccc(C(C)/C=C2/CCC(CN3CCCCC3)C2=O)cc1 (stereo unspecified),u,-9%
O=C(CN1C(=O)NC2(CCCc3ccccc32)C1=O)NCCc1ccc(F)cc1 (stereo unspecified),u,-4%

# Bioassay records as filed in PubChem.

# An excerpt; the hit share may differ from the screen's.
